NR1D1 modulator: Rev-erb alpha (human) modulation; P20393; Rev-erbα–FITC-DNA binding, fluorescence polarization, 90 min; activity, % at 10 µM; 370,000 compounds, 0.79% hits;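 active means activity above about 14%, limit read from the data; passing the limit was not always enough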;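 further: 0% = DMSO wells with 35 nM protein and 100% = DMSO wells with 750 nM protein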
PLC-beta3 inh: PLC-beta3 (human) inhibition, primary screen | AID 720704 | Purified PLC-beta3, fluorogenic substrate, fluorescence | inhibition, % at 12.2 µM | 370,000 compounds, 0.18% hits; in the data active means inhibition above about 11%;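 further: 0% = median of compound wells on plate and 100% = full blocker control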
PLC-gamma1 inh: PLC-gamma1 (human) inhibition, primary screen; purified PLC-gamma1, fluorogenic substrate, fluorescence; 370,000 compounds, 0.84% hits; inhibition, % at 12.2 µM; in the data active means inhibition above about 9.5%
Target sequence (P19174 whole entry, looked up): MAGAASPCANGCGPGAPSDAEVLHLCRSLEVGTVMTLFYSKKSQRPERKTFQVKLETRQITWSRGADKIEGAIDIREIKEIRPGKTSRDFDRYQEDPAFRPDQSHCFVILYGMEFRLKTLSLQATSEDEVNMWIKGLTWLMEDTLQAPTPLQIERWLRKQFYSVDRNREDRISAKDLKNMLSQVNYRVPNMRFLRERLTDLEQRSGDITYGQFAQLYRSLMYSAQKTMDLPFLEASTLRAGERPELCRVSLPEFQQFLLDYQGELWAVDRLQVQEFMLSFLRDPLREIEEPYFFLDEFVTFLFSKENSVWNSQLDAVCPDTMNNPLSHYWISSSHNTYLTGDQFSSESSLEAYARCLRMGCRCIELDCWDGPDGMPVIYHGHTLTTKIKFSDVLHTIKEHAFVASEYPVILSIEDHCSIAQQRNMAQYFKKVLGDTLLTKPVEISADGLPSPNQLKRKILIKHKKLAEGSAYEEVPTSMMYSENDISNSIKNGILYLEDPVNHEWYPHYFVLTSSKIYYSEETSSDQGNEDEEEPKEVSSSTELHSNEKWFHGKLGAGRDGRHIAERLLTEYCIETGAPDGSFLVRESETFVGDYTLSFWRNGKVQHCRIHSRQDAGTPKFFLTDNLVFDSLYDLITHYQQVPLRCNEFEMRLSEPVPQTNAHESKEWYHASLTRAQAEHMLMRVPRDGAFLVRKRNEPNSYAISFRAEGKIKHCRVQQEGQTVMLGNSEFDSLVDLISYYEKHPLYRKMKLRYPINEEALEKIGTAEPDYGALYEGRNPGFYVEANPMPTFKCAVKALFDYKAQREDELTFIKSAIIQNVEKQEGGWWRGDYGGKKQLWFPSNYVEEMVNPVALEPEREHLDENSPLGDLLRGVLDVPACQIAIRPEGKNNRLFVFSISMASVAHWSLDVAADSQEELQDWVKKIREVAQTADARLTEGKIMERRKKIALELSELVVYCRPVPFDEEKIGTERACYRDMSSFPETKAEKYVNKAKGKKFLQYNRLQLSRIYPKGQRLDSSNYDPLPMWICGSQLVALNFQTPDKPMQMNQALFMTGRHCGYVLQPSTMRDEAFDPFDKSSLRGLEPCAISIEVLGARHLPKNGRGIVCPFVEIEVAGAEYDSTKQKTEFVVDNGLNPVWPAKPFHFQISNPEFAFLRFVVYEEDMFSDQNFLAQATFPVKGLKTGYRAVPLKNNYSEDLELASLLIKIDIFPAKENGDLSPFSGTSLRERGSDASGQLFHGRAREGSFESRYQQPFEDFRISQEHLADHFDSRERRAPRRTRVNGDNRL
DAX1 inh-1: inhibitors of human orphan nuclear receptor DAX1 (NR0B1). AID 504766. P51843. 340,000 compounds, 0.99% hits. inhibition, % at 6.75 µM. HEK293 Gal4-DAX1 luciferase reporter, luminescence;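 active means inhibition above the mean over all tested compounds plus 3 SD, cut at about 4.2% in these data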;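 further: 0% = DAX1-transfected cells with DMSO and 100% = empty-vector control cells with DMSO; inhibition shows as a rise in luminescence from relieved DAX1 repression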
ssDAF-12 act: S. stercoralis DAF-12 activation, primary screen; activation, % at 6.8 µM; AID 652126; 370,000 compounds, 1% hits; HEK293 ssDAF-12/GRIP1 lit1-tk-luc reporter, luminescence; % of 3 µM dafachronic acid response;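 active means activation above the mean over all tested compounds plus 3 SD, cut at about 0.9% in these data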;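 further: 0% = DMSO-only wells and 100% = 3 µM delta7-dafachronic acid wells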
DAX1 inh-2: blocks DAX1 repression of SF-1 activated StAR promoter; 370,000 compounds, 1.1% hits; HEK293T StAR-luciferase reporter, SF-1/DAX-1 repression relief; AID 652010; inhibition, % at 6.8 µM;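 active means inhibition above the mean over all tested compounds plus 3 SD, cut at about 3.6% in these data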;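 further: 0% = DAX-1 cells with DMSO and 100% = cells lacking DAX-1 with DMSO; higher inhibition means more luminescence from relief of DAX-1 repression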
SMARCA2 act: SMARCA2 function activation, primary screen. 370,000 compounds, 1% hits. MG213 cells, MMTV-luciferase reporter, dexamethasone, overnight. activation, % at 9.1 µM; in the data active means activation above about 7.8%;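 further: 0% = vehicle wells and 100% = reference activator wells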
hgDAF-12 ag: agonists of H. glycines DAF-12 nuclear receptor | HEK293 GAL4-hgDAF12 UAS-luciferase reporter, agonist luminescence; normalized to butyrate control | activation, % at 6.8 µM | 370,000 compounds, 1.8% hits | AID 687014;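 active means activation above a cutoff set at the mean of all screened compounds plus 3 SD, cut at about 10% in these data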;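 further: 0% = DMSO wells and 100% = sodium butyrate wells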
hcDAF12 agonist: activates DAF-12 receptor from parasite H. contortus. HEK293 hcDAF-12 lit1-tk-luc reporter, luminescence; 0% DMSO, 100% Δ7-dafachronic acid. 370,000 compounds, 1.4% hits. activation, % at 6.8 µM. AID 652067;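 active means activation above the mean of all tested compounds plus 3 SD, cut at about 5.5% in these data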;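 further: 100% = response to 3 µM Δ7-dafachronic acid high control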
ADAM17 inh: ADAM17 inhibition, QFRET primary screen; P78536; recombinant ADAM17, EDANS/DABCYL FRET peptide cleavage; inhibition, % at 6.95 µM; 370,000 compounds, 0.83% hits;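 active means inhibition above the mean of compounds lying between control limits plus 3 SD, set per campaign, cut at about 8.5% in these data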;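 further: 0% = DMSO-only wells as the low control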
MBD2 inh: blocks human MBD2 binding to methylated DNA; Q9UBB5; TR-FRET, MBD2 binding to methylated oligonucleotide; inhibition, % at 4.4 µM; 370,000 compounds, 0.31% hits; AID 686964; in the data active means inhibition above about 13%
* = called active by the depositor; nt = no result given. Compounds were not picked by outcome; overall some 7.4% were active at least once.

SMILES	NR1D1 modulator	PLC-beta3 inh	PLC-gamma1 inh	DAX1 inh-1	ssDAF-12 act	DAX1 inh-2	SMARCA2 act	hgDAF-12 ag	hcDAF12 agonist	ADAM17 inh	MBD2 inh
Cc1cc2[nH]c(=O)cc(-c3ccccc3)n2n1	2	-191	-150	1.3	-0.3	0.8	4	4.9	0.2	-100	-1
Cc1ccc(NC(=O)CSc2nnc(Cn3cnc4ccccc43)o2)c(C)c1	-2	4	5	-1.7	-1.2	-0.5	6	-1.4	-1.8	-1	0
O=C1c2cnccc2CN1Cc1ccccc1	2	-1	-4	-0.7	-1.5	-0.1	-2	-1.2	-0.9	-7	-7
O=C(O)c1ccccc1CSc1ccccn1	-1	3	0	-0.1	-1.1	0.5	3	0.7	-0.7	-3	2
CCN(CC)CC(=O)Nc1ccc(-c2ccc(NC(=O)CN(CC)CC)c(OC)c2)cc1OC	-2	1	1	-1.5	-1.6	-0.4	-5	0.9	-1.1	-9	8
CN(C)/C=N/C(=S)Nc1cc(Cl)cc(Cl)c1	2	1	-2	-0.7	-0.7	-0.6	-1	-3.0	-0.6	-2	3
COc1ccc(CN2C(=O)CSCC2(C)C(=O)NCc2ccccc2)cc1 (stereo not drawn)	-1	1	0	nt	-0.1	0.1	-1	0.1	-1.6	-5	-3
CCOC(=O)N1CCN=C1SCc1ccc(Cl)c(Cl)c1	-1	-9	3	1.4	-1.3	0.2	-4	1.7	0.7	-6	-3
CCC(Oc1ccccc1)C(=O)Nc1ccc(S(=O)(=O)NCC2CCCO2)cc1 (stereo not drawn)	0	1	4	-0.4	-1.0	-0.8	1	-1.4	-1.8	2	-3
COc1ccc(N(CC(=O)NCCSCc2ccco2)S(=O)(=O)c2ccccc2)cc1OC	-2	-2	2	0.5	-0.7	-0.4	1	-1.3	-2.0	2	0
Cc1cc(C(F)(F)F)n(-c2nc(C(=O)O)cs2)n1	-1	0	2	0.4	-1.0	0.3	3	0.5	-0.1	0	4
Cc1nnc(NC(=O)CSc2nccn2-c2cccc(C)c2C)s1	-4	2	1	-1.5	-1.8	-2.7	-1	4.7	0.0	-2	-3
CNc1nc(NCCCN2CCCC2=O)c2sccc2n1	1	-1	3	nt	-0.8	0.5	-1	-0.7	1.1	-4	-1
Cc1c(NC(=O)CSc2ccccn2)c(=O)n(-c2ccccc2)n1C	-4	2	0	-0.8	-1.1	-0.7	1	-0.6	-0.6	0	-6
CCOC(=O)c1cnc2c(cnn2C)c1NCc1ccc(OC)cc1	28*	-4	-1	-0.8	-2.0	-0.4	1	-0.8	-2.3	-4	44*
Cc1cccc2sc(NC(=O)CN3C(=O)c4ccccc4C3=O)nc12	-4	-5	5	-0.3	-0.6	-0.3	-3	1.3	-0.6	-4	9
COc1ccc(CCNC(=O)C2CCC(CNS(=O)(=O)c3ccc(F)cc3)CC2)cc1OC (stereo not drawn)	0	-5	3	-0.8	-1.5	-0.1	2	2.4	-1.7	2	-7
O=c1c2ccccc2nc(SCc2cc([N+](=O)[O-])cc3c2OCOC3)n1-c1ccccc1	-3	6	2	0.1	-0.1	0.7	-1	-1.1	-1.2	-1	2
CCn1c(=O)c(C(=O)NCc2ccc(Cl)cc2)c(O)c2ccccc21	-3	-3	-2	1.1	-1.1	-0.6	-3	-0.7	-0.1	-4	0
CCO[C@@H]1OC(C(=O)NC2CC2)=C[C@H](C(C)(C)C)[C@H]1CCCO	2	1	-1	1.5	-1.6	0.2	2	2.3	1.2	-2	-4
Cc1ccccc1OCC(=O)NNC(=O)Cn1[nH]c(=O)c2ccccc2c1=O	-1	-1	2	2.5	-1.0	-0.6	-4	0.1	0.8	-7	3
COc1ccc(-c2nc3ccc(Cl)cn3c2Cc2ccsc2)cc1OC	1	-21	-15	nt	-0.4	2.0	4	0.1	-1.7	-6	-3
O=C(CCC(=O)N1CCN(C2c3ccccc3-c3ccccc32)CC1)Nc1nnc(C(F)(F)F)s1	4	3	3	nt	-1.2	0.8	-3	0.9	-0.7	0	-6
CC(c1nccs1)N(C)C(=O)c1ccc(OC2CCN(CCc3ccccc3)CC2)cc1 (stereo not drawn)	-1	-6	3	-0.6	-1.0	-2.2	-1	-2.1	-0.5	-2	8
CC1(C(=O)NS(=O)(=O)c2ccccc2)CCN1C(=O)CCc1ccccc1 (stereo not drawn)	1	-1	1	nt	-1.1	0.8	1	1.2	-1.4	-4	1
SMILES	NR1D1 modulator	PLC-beta3 inh	PLC-gamma1 inh	DAX1 inh-1	ssDAF-12 act	DAX1 inh-2	SMARCA2 act	hgDAF-12 ag	hcDAF12 agonist	ADAM17 inh	MBD2 inh
COCCNC(=O)[C@H](C)[C@H]1C[C@]1(C)[C@H](NC(=O)OCc1ccccc1)c1ccccc1	0	1	0	0.5	-1.2	0.2	3	-1.3	0.4	-3	2
CCn1nccc1C(=O)Nc1ccc(C(=O)OC(C)C)cc1	-1	-3	2	0.3	-1.3	0.0	-1	1.5	2.2	1	2
Cc1ccccc1NC(=O)c1ccc(Cn2cc([N+](=O)[O-])cn2)o1	0	5	3	-0.9	-1.5	0.4	1	-2.7	0.6	1	-4
CC(C)(C)c1cc(NCCCn2ccnc2)n2ncc(-c3ccccc3)c2n1	5	-386	-243	nt	-0.5	1.2	2	12*	1.9	-59	-5
O=C1N/C(=C/c2cccs2)C(=O)N1Cc1ccc(F)cc1	-2	-6	-2	0.0	-1.9	-0.7	-3	1.0	-0.9	-6	-3
CCOc1ccc(NC(=O)[C@@H](NC(=O)c2ccccc2)[C@@H](C)CC)cc1	-2	0	0	-0.4	-1.5	-0.8	-2	-0.3	-0.1	-4	4
Cc1ccc(NC(=O)C2CC(=O)NC(N3CCc4ccccc43)=N2)cc1 (stereo not drawn)	1	-1	-1	-1.2	-0.8	-0.4	0	-1.4	-0.4	-1	-2
CCCCOc1ccccc1NC(=O)Cn1c(-c2nonc2N)nc2ccccc21	7	-2	8	-0.5	-0.8	-0.7	-3	1.9	-0.6	0	-4
COc1ccc(NC2=C(Cl)C(=O)N(CCc3ccccc3)C2=O)c(OC)c1	6	2	-1	3.2	-1.1	-0.5	-1	4.0	-1.3	3	5
Nc1nc2n(n1)C(=O)CC(c1ccc(Cl)cc1)N2 (stereo not drawn)	0	0	2	0.8	-1.2	0.2	-3	1.4	-1.0	-4	5
O=C1NC(=S)NC(=O)C1Nc1ccc(Cl)cc1	-2	-1	0	-0.9	-1.2	1.1	-8	-1.6	-1.0	-5	2
COc1ccc(CCCC(=O)N/N=C/c2ccc(C)cc2)cc1	4	-10	-2	0.4	-0.8	-0.7	-3	-0.6	-1.9	-3	5
O=C(CN1CCOc2ccccc21)N1CCC(Cc2ccccc2)CC1	1	1	1	-1.2	-1.2	-0.8	-1	-1.2	0.3	1	2
Cn1c(SCC(=O)NCC2CCCO2)nnc1-c1ccc(Cl)cc1 (stereo not drawn)	6	-6	2	-0.5	-0.8	0.3	-1	-1.7	-0.3	-3	8
CCCCCc1c(C)nc(Nc2ccccc2)[nH]c1=O	4	1	3	0.8	-1.3	-0.4	-5	-0.1	-2.3	-3	1
O=C1C2C3C=CC(C3)C2C(=O)N1CCN1CCN(S(=O)(=O)/C=C/c2ccccc2)CC1 (stereo not drawn)	3	5	-2	0.8	-0.7	-0.3	-3	0.6	0.9	0	3
COc1ccc(C)cc1S(=O)(=O)N1CCN(C(=O)c2ncoc2-c2ccc(C)cc2)CC1	-4	-1	2	0.6	-0.9	0.6	-1	0.2	-0.1	4	-2
CSc1nccc(Oc2cccc(C#N)c2)n1	1	8	7	-0.6	-0.6	-0.4	-4	3.0	-0.7	3	1
Cc1ccc2nc(SCC(=O)c3ccc4c(c3)OCO4)[nH]c2c1	-3	-5	0	0.2	0.3	1.2	0	2.7	-1.1	1	-2
Cc1noc(C)c1CSCC(=O)N(CC(C)C)c1c(N)n(Cc2ccccc2)c(=O)[nH]c1=O	3	-14	-4	-0.2	-0.3	1.1	-1	-1.0	0.6	0	3
O=C(Nc1ccncc1)C1CCN(S(=O)(=O)c2cccs2)CC1	0	-3	1	0.9	-2.2	0.1	2	-1.2	-1.4	1	-5
O=C(CCc1nnc(-c2ccsc2)o1)N1CCCCC1CCn1ccnc1 (stereo not drawn)	5	1	0	0.0	-1.2	0.4	-1	0.6	0.1	0	-1
Cc1cccc(C)c1N1C(=O)C(Cl)=C(N2CCCC2)C1=O	0	-36	-33	1.9	-0.9	-0.5	-3	-1.6	-1.2	-5	3
O=C(NC1CCCCC1)c1ccc([N+](=O)[O-])cc1	-3	3	0	1.2	0.7	3.7*	0	5.9	1.2	-3	-4
O=C(O)CC1Sc2nc3ccccc3n2C1=O (stereo not drawn)	0	-5	5	0.4	-0.8	-0.1	-2	-0.7	0.3	-1	4
SMILES	NR1D1 modulator	PLC-beta3 inh	PLC-gamma1 inh	DAX1 inh-1	ssDAF-12 act	DAX1 inh-2	SMARCA2 act	hgDAF-12 ag	hcDAF12 agonist	ADAM17 inh	MBD2 inh
COc1ccc(-c2ccc3c(c2)S(=O)(=O)c2cccc(C(=O)N4CCN(c5ccccn5)CC4)c2C3=O)cc1OC	-2	-58	-43	-0.4	-1.7	-2.8	-4	-4.5	-1.8	-3	-1
CSc1ccccc1OCc1cc(C(=O)N2CCN(C)C(c3ccccc3)C2)no1 (stereo not drawn)	-1	-9	1	0.8	-1.1	0.1	3	4.2	3.9	0	-5
CCOC(=O)N1CCC(Nc2c(NCCCN(C)Cc3ccccc3)c(=O)c2=O)CC1	-6	4	1	0.0	-1.1	0.9	-1	1.1	-0.1	-3	-4
CCC(C)N(C(=O)CSc1nc(-c2ccccc2)cs1)C1CCS(=O)(=O)C1 (stereo not drawn)	3	4	0	-1.0	-1.0	-0.6	-1	-1.1	-1.1	1	-5
CCCn1nnc(NC(=O)c2ccc3c(c2)OCO3)n1	0	-3	5	3.7	-0.2	1.8	4	4.8	3.1	0	2
CN(Cc1ccccc1)C(=O)COC(=O)/C=C/c1ccc2c(c1)OCO2	3	-110	-82	-0.5	-0.8	0.1	-2	-1.6	-1.0	-73	1
Cc1ccc(-c2nc3c(cnn3-c3ccccc3)c(=O)o2)cc1	8	-4	0	-0.2	-0.7	0.3	-1	-0.8	2.6	0	4
O=C/C(=C\Nc1ccccn1)c1nc2cc(Cl)ccc2o1	-1	-23	-19	1.7	0.9*	0.8	7	2.3	6.8*	-1	-3
Cc1cc(C)n(-c2ccc(C(=O)OC(C)C)cc2)n1	-6	0	-2	1.0	-1.3	0.5	0	0.5	4.2	-3	0
CCOc1ccc(S(=O)(=O)Nc2ccc(C(=O)N/N=C(\C)c3ccc(-n4ccnc4)cc3)cc2)cc1	1	-7	-4	-0.8	-0.7	-0.6	-2	1.3	-0.9	9.0*	-1
Cc1ccc(N(C(=O)c2ccncc2)C2C=CS(=O)(=O)C2)cc1 (stereo not drawn)	-3	-5	-1	3.4	-1.5	0.3	-1	2.5	-1.3	-3	0
CCC(=O)Nc1nc2ccccc2n1Cc1ccc(Cl)cc1	-5	8	1	-0.1	-1.4	-2.4	-3	-3.0	-1.4	-3	-1
O=C(COC(=O)Cn1cc(C(F)(F)F)ccc1=O)NCc1ccccc1	-4	-5	0	1.5	-0.5	0.5	-3	-0.5	0.3	1	1
